# Screening data as filed in PubChem BioAssay.
# TAAR1 antagonist – human TAAR1 antagonists, primary screen, Fluo-8 calcium fluorescence, CHO RD-HGA16 cells. Trace amine-associated receptor 1 (Homo sapiens), Q96RJ0. antagonist. inhibition, % at 3 µM. 360,000 compounds, 1.5% hits. AID 624466, 2012;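 active = inhibition above a per-plate cutoff, the mean inhibition of test compounds on that plate plus 3 SD, cut at about 49% in these data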;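 note: 0% = DMSO plus EC80 beta-PEA response and 100% = DMSO alone without agonist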
# Target sequence (Q96RJ0 whole entry, looked up): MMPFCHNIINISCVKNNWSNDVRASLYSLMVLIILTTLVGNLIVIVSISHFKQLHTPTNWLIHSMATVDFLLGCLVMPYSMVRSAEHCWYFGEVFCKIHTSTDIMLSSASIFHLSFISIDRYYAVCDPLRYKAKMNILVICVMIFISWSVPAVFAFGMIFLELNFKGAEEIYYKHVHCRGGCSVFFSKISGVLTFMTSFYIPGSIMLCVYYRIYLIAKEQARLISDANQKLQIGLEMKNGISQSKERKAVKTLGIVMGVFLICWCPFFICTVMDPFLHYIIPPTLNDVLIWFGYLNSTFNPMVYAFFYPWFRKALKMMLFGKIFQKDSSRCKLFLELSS
#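 Test system: RD-HGA16 CHO cells with stable hTAAR1 and Gα16 / Probe or stimulus: EC80 β-phenethylamine stimulus / Times: seeding 17-24 h prior, 75-min 37 °C, 30-min RT dye loading / Detection: Fluo-8 calcium-sensitive fluorescence / Read-out basis: % inhibition scaled between DMSO and EC80 PEA controls / Repeats: singlicate, one well per test compound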
# CRFR2-BP ag – agonists of CRF-BP/CRF-R2 complex, primary screen, cell-based, HEK293, calcium dye fluorescence, uHTS; AID 588473, 2011; CRF-binding protein / CRF receptor 2 complex (human); 350,000 compounds, 0.46% hits; calcium dye fluorescence (FLIPR); percent of saturating CRF peptide response; activation, % at 13.2 µM;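 active = activation of at least 50%, plus an integration ratio under a set limit after plate pattern correction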;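 note: plate controls were neutral control wells without compound for no effect and CRF at EC100 for full effect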
# TAAR1 ag – human TAAR1 agonists, primary screen, Fluo-8 calcium fluorescence, CHO RD-HGA16 cells; vehicle wells 0%, saturating PEA agonist 100%; activation, % at 3 µM; 360,000 compounds, 0.99% hits; AID 624467, 2012;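 active = activation above the mean activation of all test compounds in the run plus 3 SD, cut at about 38% in these data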
#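 test system = CHO RD-HGA16 cells carrying human TAAR1 plus Gα16 | schedule = 17-24 h seeding, 75 min 37 °C dye, 30 min RT | compound dosing = 3 µM single concentration | control set = DMSO and PEA EC100 | replicates = n 1 | signal = Fluo-8 fluorescence, 5 s baseline then 140 s kinetic read | measure = percent activation vs PEA EC100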
# M1 PAM parental – nonselective calcium activators in parental CHO-K1 cells, primary screen, counter-screen for M1 PAM project, cell-based, Fluo-8 calcium fluorescence, full deck, 1536-well. ATP EC20; 0% at ATP EC20, 100% at ATP max. activation, % at 3 µM. 360,000 compounds, 0.02% hits. AID 602247, 2012;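 active = activation above the run cutoff, the mean activation of all test compounds plus 3 SD, cut at about 40% in these data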;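 note: peak over basal fluorescence ratio in a 140 s read after ATP addition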
# CRFBP-R2 block – antagonists of CRF-BP/CRF-R2 complex, primary screen, cell-based, HEK293, calcium dye fluorescence, uHTS | CRF-induced calcium fluorescence | inhibition, % at 11.8 µM | 350,000 compounds, 0.59% hits | AID 588475, 2011;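 active = inhibition of the ligand-induced calcium signal above about 50% at the single tested concentration, limit read from the data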
# M5 ag – human M5 muscarinic receptor agonists, primary screen, CHO-K1 cells, Fluo-8 calcium fluorescence. Muscarinic acetylcholine receptor M5 (Homo sapiens), P08912. CHO-K1 hM5 cells; 0% DMSO wells, 100% maximal acetylcholine response. activation, % at 3 µM. 360,000 compounds, 0.19% hits. AID 624037, 2012;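 active = activation above the run's mean over test compounds plus 3 SD, cut at about 23% in these data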;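 note: signal is peak over basal fluorescence ratio across the kinetic read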
# M4 PAM – human M4 muscarinic receptor positive allosteric modulators, primary screen, CHO-K1 cells, Fluo-8 calcium fluorescence. CHO-K1 hM4/Gqi5, ACh EC20; 0% = ACh EC20, 100% = maximal ACh. activation, % at 3 µM. 360,000 compounds, 0.4% hits. AID 624126, 2012;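 active = activation above its plate's cutoff, the mean activation of sample wells plus 3 SD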; note: some results filed as inactive read as strong as hits
# Target sequence (P08173 whole entry, looked up): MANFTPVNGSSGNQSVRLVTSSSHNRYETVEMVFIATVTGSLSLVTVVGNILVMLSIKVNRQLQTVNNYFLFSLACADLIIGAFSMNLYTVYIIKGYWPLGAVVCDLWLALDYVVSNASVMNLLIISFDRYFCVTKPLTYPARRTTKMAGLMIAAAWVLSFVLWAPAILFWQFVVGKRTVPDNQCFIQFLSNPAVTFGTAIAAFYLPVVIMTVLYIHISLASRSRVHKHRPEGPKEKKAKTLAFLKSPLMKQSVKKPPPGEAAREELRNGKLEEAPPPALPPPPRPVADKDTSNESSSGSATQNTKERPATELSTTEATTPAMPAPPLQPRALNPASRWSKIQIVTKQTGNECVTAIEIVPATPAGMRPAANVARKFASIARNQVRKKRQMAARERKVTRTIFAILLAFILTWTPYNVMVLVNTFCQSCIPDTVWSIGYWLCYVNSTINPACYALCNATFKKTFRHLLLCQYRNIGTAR
# M5 PAM – human M5 muscarinic receptor positive allosteric modulators, primary screen, CHO-K1 cells, Fluo-8 calcium fluorescence. Muscarinic acetylcholine receptor M5 (Homo sapiens), P08912. 360,000 compounds, 0.3% hits. CHO-K1 hM5, ACh EC20 PAM; 0% = ACh EC20, 100% = ACh EC100. activation, % at 3 µM;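 active = activation above the run cutoff, the mean activation of all test compounds plus 3 SD, cut at about 18% in these data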
#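 Test system: CHO-K1 hM5 cells / Doses: single-point, 3 µM nominal / Times: Post-acetylcholine fluorescence recording 140 s / Technique: Fluo-8 calcium fluorescence / Measure: Max/basal fluorescence ratio as % of EC20–EC100 ACh window / Benchmarks: low control EC20 acetylcholine (0%), high control EC100 acetylcholine (100%) / Replicates: one well per compound, no replicates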
# M5 antag – human M5 muscarinic receptor antagonists, primary screen, CHO cells, Fluo-8 calcium fluorescence; Muscarinic acetylcholine receptor M5 (Homo sapiens), P08912; CHO-hM5 cells, ACh EC80; inhibition, % at 3 µM; 360,000 compounds, 0.59% hits; AID 624040, 2012;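 active = inhibition above a per-plate cutoff, the mean of that plate's test compounds plus 3 SD, cut at about 27% in these data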;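 note: 0% = acetylcholine EC80 with DMSO and 100% = DMSO without agonist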
# Active calls of the source: *; / = not tested or not shown.
SMILES,TAAR1 antagonist,CRFR2-BP ag,TAAR1 ag,M1 PAM parental,CRFBP-R2 block,M5 ag,M4 PAM,M5 PAM,M5 antag
Cc1c(C(=O)Nc2cccc(-c3nnc4n3CCCCC4)c2)oc2ccccc12,33,-1.7,4,15,3,-1,-9,-11,14
COc1cccc(NC(=O)CN(C)C(=O)c2cc3c(s2)CCC(C)C3)c1 (centres undefined),-39,-3.7,-2,-2,11,2,4,5,-5
Clc1ccccc1CNCc1ccncc1,-11,0.3,6,21,7,2,-7,3,11
COc1ccc(CNC(=O)CN(C)CC(=O)Nc2ccccc2Br)cc1,5,4.7,9,5,-29,0,17,-11,20
CSc1nnc(NC(=O)c2nc(S(=O)(=O)Cc3cccc(C)c3)ncc2Cl)s1,-13,-0.7,4,-6,45,-3,-1,1,2
O=C1/C(=C/c2ccc3c(c2)OCO3)CCC/C1=C\c1ccc2c(c1)OCO2,-7,18,2,24,-21,-1,10,-3,-3
Cc1cccc(C(=O)N(Cc2ccc(C)o2)C2CCS(=O)(=O)C2)c1 (centres undefined),-16,4.3,0,3,-26,-3,0,-7,6
O=C(c1ccncc1)N1c2ccccc2Sc2ccccc21,-25,-0.3,1,0,33,-16,-5,5,-2
Cc1cc(SCC(N)=O)nc(SCC(=O)c2ccccc2)n1,4,0.6,1,16,10,0,8,-1,-1
O=C1CCC(=O)N1CN(C(=O)c1ccco1)c1ccc(Cl)c(Cl)c1,-5,-0.3,3,8,2,-12,5,3,-4
Cc1nnc(SCc2cccc(Cl)c2)n(N)c1=O,-14,-2.0,0,15,4,-5,0,6,7
Nc1nc2n(n1)C(=O)CC(c1ccccc1[N+](=O)[O-])N2 (centres undefined),14,-0.6,3,18,2,2,12,0,9

# Part of the list above in a different format:
# Results follow in this order: TAAR1 antagonist, CRFR2-BP ag, TAAR1 ag, M1 PAM parental, CRFBP-R2 block, M5 ag, M4 PAM, M5 PAM, M5 antag
Cc1cc(SCC(N)=O)nc(SCC(=O)c2ccccc2)n1
    4, 0.6, 1, 16, 10, 0, 8, -1, -1
COc1cccc(NC(=O)CN(C)C(=O)c2cc3c(s2)CCC(C)C3)c1 (centres undefined)
    -39, -3.7, -2, -2, 11, 2, 4, 5, -5

# More results follow:
SMILES,TAAR1 antagonist,CRFR2-BP ag,TAAR1 ag,M1 PAM parental,CRFBP-R2 block,M5 ag,M4 PAM,M5 PAM,M5 antag
COC(=O)[C@H]1C[C@@H]1[C@H](N)c1ccccc1,-12,-0.2,12,9,2,3,12,4,9
O=C(Cc1cccs1)Nc1nnc(SCc2ccc(C(F)(F)F)cc2)s1,1,3.0,13,-11,-16,0,5,-1,6
COc1ccc(S(=O)(=O)N(C)C[C@H]2Oc3c(NS(=O)(=O)c4cn(C)cn4)cccc3C(=O)N([C@H](C)CO)C[C@@H]2C)cc1,-4,-0.2,9,1,-12,1,10,3,12
O=C(c1cccc(S(=O)(=O)N2CCCCC2)c1)N1CCCCC1,-3,-1.1,8,1,5,0,0,9,6
O=C(Cc1cccs1)N1CCC(c2nc3c(nnn3Cc3ccc(F)cc3)c(=O)[nH]2)CC1,5,-1.2,15,7,2,-2,-5,-6,1
O=C(COC(=O)COc1cc(Cl)c(Cl)cc1Cl)NC1CC1,-2,-1.7,3,14,21,-2,0,-1,4
Cc1c(CC(=O)O)c(=O)oc2c(C)c3occ(-c4ccc(F)cc4)c3cc12,-1,-2.3,3,20,10,-5,5,7,-3
C=CCN(C(=O)CNS(=O)(=O)c1ccccc1)C(C(=O)NCCOC)c1ccncc1 (centres undefined),-1,-1.1,1,-5,3,-10,1,17,-9
COC(=O)c1cc(OC)c(OC)cc1NC(=O)CSc1ccccc1,11,-0.6,7,10,16,-4,-4,-15,17
COCCCn1c(SCc2cccc(C(F)(F)F)c2)nc2cc(OC)c(OC)cc2c1=N,35,2.6,1,5,-38,-3,-8,-10,3
CCC(C)NC(=O)C1CCC(CNS(=O)(=O)c2ccc3c(c2)CC(C)N3C(C)=O)CC1 (centres undefined),-15,1.0,2,14,4,-4,-1,-2,1
COC(=O)[C@]1(C)N[C@H](c2ccc(-c3ccccc3)cc2)[C@@H]2C(=O)N(C)C(=O)[C@@H]21,8,-0.6,7,-3,2,-4,1,-11,-4
COc1ccc(-c2nn(-c3ccccc3)cc2C(=O)N(C)CC(=O)Nc2cccc(F)c2)cc1,20,1.7,2,10,-8,0,5,-10,11
O=C(N/N=C/c1ccc2c(c1)OCO2)c1cccc(NC(=O)c2ccccc2Cl)c1,47,-1.4,9,0,1,2,-8,-11,13
Cc1ccc(N(C(=O)CNC(=O)c2ccco2)C(C(=O)NC2CCCCC2)c2cccnc2)cc1C (centres undefined),2,-0.5,-1,4,-4,-5,-6,-3,10
O=C(CCNS(=O)(=O)c1cccc2nsnc12)NCc1ccc(F)cc1,-4,-2.9,5,16,-11,-2,0,-5,9
Cc1ccc(CSCc2ccc(C(=O)NCC3CCCO3)o2)cc1 (centres undefined),-19,-0.5,1,9,2,3,7,-1,0
COCCn1nnnc1SCC(=O)NCc1ccc2c(c1)OCO2,-8,-0.7,0,18,4,0,1,0,10
Cc1cc(C)c2nncn2n1,-17,2.7,0,-9,9,4,12,12,-6
CN(C)/C=N/c1cc(=O)[nH]c(=O)n1Cc1ccccc1,-2,0.6,1,-3,3,-2,0,-1,11
Cc1ccccc1OCCn1cnc2c(N)ncnc21,0,2.5,5,-4,1,3,16*,-3,4
O=C(NC1CCCCCC1)c1ccc(CS(=O)Cc2cccc(Cl)c2)o1 (centres undefined),-3,-2.8,-2,15,12,-6,3,-5,9
C[C@@H](N)C(=O)NC[C@H]1O[C@@H](n2cnc3c(N)ncnc32)[C@H](O)[C@@H]1O,/,-0.8,/,16,2,2,7,-6,5
COc1cc(CN2CC(C)OC(C)C2)cc(OC)c1 (centres undefined),13,4.1,3,12,-36,2,9,2,-3

# Some of the entries above, reformatted.
mol | TAAR1 antagonist | CRFR2-BP ag | TAAR1 ag | M1 PAM parental | CRFBP-R2 block | M5 ag | M4 PAM | M5 PAM | M5 antag
CSc1nnc(NC(=O)c2nc(S(=O)(=O)Cc3cccc(C)c3)ncc2Cl)s1 | -13 | -0.7 | 4 | -6 | 45 | -3 | -1 | 1 | 2
O=C1/C(=C/c2ccc3c(c2)OCO3)CCC/C1=C\c1ccc2c(c1)OCO2 | -7 | 18 | 2 | 24 | -21 | -1 | 10 | -3 | -3

# More records.
SMILES,TAAR1 antagonist,CRFR2-BP ag,TAAR1 ag,M1 PAM parental,CRFBP-R2 block,M5 ag,M4 PAM,M5 PAM,M5 antag
O=C(NCCc1ccc(Cl)cc1)c1ccc(CS(=O)Cc2ccc(Cl)cc2)o1 (centres undefined),26,-0.5,3,2,2,6,-12,-7,-10
CCCCCCC(=O)NN1CCN(C)CC1,12,0.9,10,-11,0,-5,10,-4,4
C/C(=C\C(=S)Nc1ccccc1)Nc1cccc2ccccc12,-2,1.2,2,22,-11,-2,2,-3,6
NC(=O)COC(=O)/C=C/c1ccccc1[N+](=O)[O-],-13,0.0,6,8,2,2,-5,3,10
COc1ccc(NC(=O)CSc2nnc(-c3ccccc3C)n2N)cc1,14,13,3,26,-4,2,10,7,0
Cc1cc(NC(=O)CSc2nnc(-c3cccnc3)n2C)no1,14,-1.8,3,3,5,2,1,-8,9
O=C(c1ccc(NC(=S)Nc2ccc(F)cc2F)cc1)N1CCOCC1,-1,-1.0,9,5,-1,0,1,8,-6
Cc1ccccc1OCC(=O)Nc1ccc2oc(=O)ccc2c1,-9,-0.9,5,5,0,2,-4,-4,8
Cc1occc1-c1nnc(SC(C)C(=O)Nc2ccccc2F)o1 (centres undefined),16,0.7,0,-24,8,-1,-4,3,-4
CCOC(=O)N1CCc2c(sc3nc4n(c(=O)c23)N=C(C)CS4)C1,11,2.5,9,0,1,3,6,-1,-2
CCN1CCN(c2nc(-c3ccccc3Cl)nc3ccccc23)CC1,-10,-1.4,0,15,17,-3,8,7,-2
CN1N=C(C(=O)NC2CCCc3c2cnn3-c2ccc(F)cc2F)CCC1=O (centres undefined),-32,0.7,1,6,4,0,-2,-1,3
O=C(NCC(F)(F)F)Nc1cccnc1,4,2.3,6,19,21,-2,10,1,-12
Cc1ccc(S(=O)(=O)N2CCN(C(=O)COC(=O)c3cncc(Br)c3)CC2)c(C)c1,-15,1.1,0,-5,13,2,-1,11,-10
COc1ccc(NC(=O)Cn2nnc(C(N)=O)c2N)c(OC)c1,-25,-2.3,4,-5,10,-3,-2,-7,0
CCCc1cc(=O)oc2cc(C)cc(OC(C)C(=O)NCCCN3CCOCC3)c12 (centres undefined),9,-0.1,5,10,-3,-2,-16,2,4

# Marked active in M4 PAM (from the list above):
SMILES	CRFR2-BP ag	CRFBP-R2 block	M5 ag	M4 PAM	M5 PAM	M5 antag
Cc1ccccc1OCCn1cnc2c(N)ncnc21	2.5	1	3	16*	-3	4
